LDHA inh – inhibitors of human lactate dehydrogenase A. purified LDHA, NADH/diaphorase-resazurin fluorescence; stronger effect = lower value. activity change, % (values are at about 110 or 230 µM). actives 0.15% (n = 480,000). AID 1347041; in the data active = activity change below about -30%; inconclusive = mostly about -25% to -30%;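 also: plate controls were DMSO wells for no effect and wells without enzyme for full effect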
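Human LDH5 at 2 nM final in Tris HCl pH 7.4 with 0.06 mM NADH and 0.2 mM pyruvate, reacted 5 minutes at room temperature. Remaining NADH coupled via diaphorase/resazurin; resorufin fluorescence read at 0 and 20 minutes, normalized to enzyme-free and DMSO wells.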
ERG-DNA inh – blocks human ERG Ets domain binding to DNA; P11308; fluorescence polarization, His-ERG Ets domain / labelled DNA; Potency, µM (series often up to 76.9 µM), for the others: at the top dose FP activity, negative = inhibition, hits mostly inhibitors; actives 0.028% (n = 370,000); AID 624246; active = well fitted inhibition curve with a large enough effect in the polarisation, with a control signal flat; inconclusive = small, poorly fitted or top-dose-only effect, or effect the other way, or a change in a side signal; inactive = no such curve, though single readings can be large or run the other way; the % refers to the polarisation;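 also: polarization taken with two DNA probes labelled with fluorescein and Texas red; potency is read from the fitted curve at half-maximal effect; % of control where 0% means no effect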
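His-tagged ERG Ets domain (1 uM in the protein solution; 300mM KCl, 50mM Tris-HCl, 1mM EDTA, 1mM DTT, pH 7.5) received compound, then a probe mix of 5 nM fluorescein-DNA and 100nM Texas-615-DNA. Fluorescence polarization was read for both dyes.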
Vif-A3F inh – Vif-A3F binding inhibition. Potency, µM (top dose mostly 46.1 µM), for the others: at the top dose activity, negative = active. HeLa A3F-eYFP + Vif (tagged APOBEC3F with the HIV-1 protein that degrades it), YFP fluorescence increase. actives 0.2% (n = 390,000); also: potency is read from the fitted curve at half-maximal effect; % of control where 0% means no effect; nearly all actives have a fitted effect of over 65% in size
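HeLa cells stably expressing A3F-eYFP plus Vif, plated and incubated overnight at 37 deg C, then exposed to compounds overnight at 37 deg C. Blocked degradation read as raised yellow fluorescence (Ex 488/Em 500-530).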
D2 antagonist – D2 dopamine receptor (human) antagonism. P14416. HEK293 TREx D2 cells, calcium flux, dopamine EC80. actives 2% (n = 340,000). inhibition, % at 10 µM; in the data active = inhibition above about 30%; also: 0% is about no effect
Target sequence (P14416 whole entry, looked up): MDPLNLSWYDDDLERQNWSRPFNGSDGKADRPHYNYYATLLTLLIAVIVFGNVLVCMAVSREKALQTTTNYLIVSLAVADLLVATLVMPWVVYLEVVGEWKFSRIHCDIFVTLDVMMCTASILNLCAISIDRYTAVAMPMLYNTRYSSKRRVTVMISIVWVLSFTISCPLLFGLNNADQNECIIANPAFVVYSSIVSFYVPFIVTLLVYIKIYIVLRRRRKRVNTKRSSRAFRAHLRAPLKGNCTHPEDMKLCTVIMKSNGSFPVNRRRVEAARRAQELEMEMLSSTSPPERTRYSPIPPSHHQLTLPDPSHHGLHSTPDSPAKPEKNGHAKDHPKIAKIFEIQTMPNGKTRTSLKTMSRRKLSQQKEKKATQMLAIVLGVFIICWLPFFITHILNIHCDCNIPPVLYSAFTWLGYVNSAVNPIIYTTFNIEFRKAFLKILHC
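In this primary screen, negative modulation is detected by tracking calcium flux after an EC80 dopamine challenge in inducible HEK293 T-REx D2 cells preexposed to test compound for 180 s.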
GRP78 ERSR act – ER stress response induction in glioma; U87-MG GRP78 promoter luciferase reporter, 16 h; Potency, µM, inactives show top-dose activation, actives largely listed as activators; actives 0.02% (n = 420,000); also: potency is read from the fitted curve at half-maximal effect; series mostly up to about 76 µM; % of control where 0% means no effect; nearly all actives have a fitted effect of over 35% in size
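ERSR induction read as luciferase luminescence (Bright-Glo, 10 min at room temperature) in stably transfected human U87-MG glioma cells exposed to compounds for 16 h, using GRP78 as sensor.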
RGS4 inh – human RGS4 inhibition; Transcreener GDP fluorescence polarization, RGS4-accelerated GTP hydrolysis; Potency, µM (series often up to 114 µM), for the others: top-dose activity change, negative = inhibition, actives largely listed as inhibitors; actives 0.039% (n = 390,000); AID 504845; also: potency is read from the fitted curve at half-maximal effect; % is scaled to controls: 0 for no effect and ±100 for the full control effect; nearly all actives have a fitted effect of over 75% in size; some results filed as inactive show a strong effect at the top dose
Target sequence (P49798 whole entry, looked up): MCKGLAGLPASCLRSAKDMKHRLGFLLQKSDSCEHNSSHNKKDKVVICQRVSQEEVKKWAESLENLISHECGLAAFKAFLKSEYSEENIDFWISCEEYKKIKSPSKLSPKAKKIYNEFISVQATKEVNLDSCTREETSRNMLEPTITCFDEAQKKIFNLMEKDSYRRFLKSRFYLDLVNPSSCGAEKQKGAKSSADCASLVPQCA
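MLSMR compounds (23 nl, pin-transferred) preincubated 10 min at room temperature with a 500nM (2x) first reagent, then RGS4 at 900nM (2x) plus Transcreener GDP mix added; fluorescence polarization (620/688 nm) read before and after 90 min at 30 °C.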
12-LOX inh – blocks human arachidonate 12S-lipoxygenase | P18054 | purified 12hLO, xylenol orange hydroperoxide absorbance | Potency, µM (series often up to 108 µM), for inactives: top-dose activity change, negative = inhibition, hits mostly inhibitors | actives 1.1% (n = 580,000); also: potency is read from the fitted curve at half-maximal effect; % is scaled to controls: 0 for no effect and ±100 for the full control effect
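Hydroperoxide product was detected by ferrous iron/xylenol orange as the 573 to 405 nm absorbance ratio. Arachidonic acid at 40 uM (final) was turned over for 30 min at room temperature by 150 nM human 12hLO, pH 7.0 Hepes buffer, after 15 min compound preincubation.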
D2 agonist – agonists of human D2 dopamine receptor; activation, % at 2 µM; P14416; AID 485358; HEK293 T-REx D2 cells, calcium flux agonist mode; actives 0.53% (n = 340,000);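 active = activation over 3 SD above normal in the single-dose calcium agonist read, cut at about 30% in these data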; also: 0% is about no effect
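In this primary screen, compounds producing a positive calcium signal within 180 s of addition to tetracycline-induced, force-coupled HEK293 Trex D2 cells are flagged; cells are dye-loaded with a no-wash calcium kit beforehand.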
Vif-APOBEC3G blk – blocks the Vif interaction with human APOBEC3G; Q9HC16; HeLa A3G-eYFP + Vif (tagged APOBEC3G with the HIV-1 protein that degrades it), YFP fluorescence, overnight; Potency, µM (titrated, usually from 46.1 µM), without a hit: at the top dose activity, negative = active, hits mostly inhibitors; actives 0.076% (n = 410,000);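 also: potency is read from the fitted curve at half-maximal effect; % is scaled to controls: 0 for no effect and ±100 for the full control effect; nearly all actives have a fitted effect of over 60% in size; hits raise eYFP signal because A3G escapes Vif-driven loss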
Target sequence (Q9HC16 whole entry, looked up): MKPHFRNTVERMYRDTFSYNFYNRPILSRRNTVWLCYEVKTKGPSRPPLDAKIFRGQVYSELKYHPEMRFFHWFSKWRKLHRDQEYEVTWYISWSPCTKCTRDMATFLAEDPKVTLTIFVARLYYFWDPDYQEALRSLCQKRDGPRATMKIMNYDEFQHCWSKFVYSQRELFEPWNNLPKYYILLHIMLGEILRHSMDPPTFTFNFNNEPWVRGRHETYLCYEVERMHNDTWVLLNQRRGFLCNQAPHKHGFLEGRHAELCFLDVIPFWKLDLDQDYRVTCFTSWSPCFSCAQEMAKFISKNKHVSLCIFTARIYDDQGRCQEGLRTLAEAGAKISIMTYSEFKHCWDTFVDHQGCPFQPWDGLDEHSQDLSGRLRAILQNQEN
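HeLa cells stably expressing Vif and C-terminally eYFP-tagged A3G, seeded overnight at 37 deg C, then exposed to compound by pintool overnight at 37 deg C. Rise in yellow fluorescence (Ex 488/Em 500-530, Acumen) marks blocked Vif-driven A3G degradation.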
* hit, by the source's call; ? = inconclusive; · = no result given; & = joins results of further samples; [ ] = another dose, or the depositor's remark. Unless noted, calls follow the shape of the dose curve; as a rule, active = well fitted curve in the direction sought with a large enough effect; inconclusive = small, poorly fitted or top-dose-only effect, or another doubt; inactive = no such curve, though single readings can be large; an effect the other way counts as inactive or inconclusive. This is a subset; count on the stated rates, not on these rows.

SMILES	LDHA inh	ERG-DNA inh	Vif-A3F inh	D2 antagonist	GRP78 ERSR act	RGS4 inh	12-LOX inh	D2 agonist	Vif-APOBEC3G blk
COc1ccccc1C(=O)Nc1ccccc1N1CCN(S(C)(=O)=O)CC1	-7.0	-1.7%	·	7.9	-5.1%	29.2%	0.0%	1.2	-8.0%
CC(NC(=O)CCC(=O)c1ccc(F)cc1)C1CC2CCC1C2 (centres undefined)	-8.7	12.3%	-9.7%	-6.5	-1.9%	23.9%	-4.4%	0.2	-1.2%
Cc1c(C(=O)O)oc2ccc(S(=O)(=O)NCc3ccc(F)cc3)cc12	-4.5	-6.6%	-0.5%	-3.8	-1.2%	-18.6%	-6.9%	0.4	-1.0%
O=C(COc1ccc([N+](=O)[O-])cc1)NCC1(N2CCOCC2)CCCCC1	-9.7	-1.8%	-5.9%	·	-3.2%	-5.2%	4.4%	1.4	1.9%
CCSc1cnn(-c2ccccc2)c(=O)c1SCC	-1.0	·	-2.0%	·	-2.6%	7.4%	9.2%	·	-1.2%
COc1ccccc1C(=O)Nc1ccccc1C(=O)Nc1ccccc1	2.5	2.9%	-6.6%	·	-3.2%	-17.3%	46.8%[activator]	·	0.6%
O=C(c1ccco1)N1CCN(CCCCOc2ccc(F)cc2)CC1	-1.7	0.1%	3.1%	·	-1.5%	8.0%	31.6µM*	·	0.0%
CCCCNC(=O)c1cc(-c2ccc(OC)c(OC)c2)on1	-10.0	-2.3%	-5.6%	16.9	-0.2%	-1.7%	19.1%	0.4	-0.9%
CC(=O)N1c2ccc(S(=O)(=O)NCC3CCC(C(=O)Nc4cccc(F)c4)CC3)cc2CC1C (centres undefined)	-3.8	2.4%	-0.8%	·	-4.7%	-28.3%	-4.2%	0.1	-0.1%
COc1cccc(CNC(=O)c2ccc(C(=O)NCc3cccc(OC)c3)cc2)c1	-3.3	-3.5%	-4.0%	11.6	-3.3%	12.4%	-6.9%	0.5	-3.7%
Cc1cc(=O)oc2cc(OCC3CC(c4ccc(Cl)cc4)=NO3)ccc12 (centres undefined)	1.9	-10.2%	-0.5%	-20.3	-0.1%	-51.4%	-2.5%	0.1	0.2%
Cc1ccc(C)c(NC(=O)c2cc3ccccn3n2)c1	-7.8	-2.5%	-5.0%	-2.1	-1.5%	24.2%	-6.0%	-0.2	-0.4%
CCOC(=O)C1=C(C)N(C[C@@H]2CC[C@@H](Cc3ccc(-c4ccccc4)cc3)O2)C(=O)NC1c1cccc2ccccc12 (some centres undefined)	-5.8	-2.9%	4.6%	·	-1.9%	32.1%	6.1%	·	-1.2%
CCc1cc(=O)oc2cc(C)cc(OC(C)C(=O)NCC(O)c3ccccc3)c12 (centres undefined)	-3.7	-5.1%	-5.8%	-18.7	6.5%	7.5%	0.0%	-0.6	2.5%
Cc1ccc(NC(=O)C2CCN(c3cnccn3)CC2)cc1C	-4.1	-5.9%	-2.0%	-1.9	-4.7%	-18.1%	8.0%	-1.7	-0.7%
O=C1CC(=O)Nc2cc(S(=O)(=O)Nc3cccc(C(F)(F)F)c3)ccc2N1	-3.9	-6.3%	-1.2%	30.5*	-1.8%	2.6%	2.4%	0.2	-5.6%
NC(=S)NN=C1CCCC(C(F)(F)F)C1 (centres undefined)	-1.4	·	-13.4%	·	-4.7%	-14.2%	?	·	-0.3%
c1ccc(COc2ncnc3c2ncn3CCCNCC(c2ccccc2)c2ccccc2)cc1	-9.1	·	11.8%	·	-11.9%	·	?	·	-5.3%
C=CCOC(=O)C1=C(C)NC(SCC)=C(C#N)C1c1ccc(Cl)cc1 (centres undefined)	-4.6	0.7%	-17.2%	7.7	1.7%	12.4%	-22.1%	0.4	0.1%
Cc1ccc(S(=O)(=O)N2CCOCC2)cc1NC(=O)COc1ccc2c(C)cc(=O)oc2c1	-5.2	1.1%	1.5%	3.6	-2.9%	19.5%	3.7%	0.1	-1.5%
COc1ccc(-c2nnc(SC(C)C(=O)Nc3nccs3)n2Cc2ccccc2)cc1OC (centres undefined)	0.0	-9.4%	-2.2%	·	1.1%	-1.1%	?	·	-1.0%
CN1CCN(C(=O)c2cnn(-c3ccccc3)c2NC(=O)c2ccc([N+](=O)[O-])cc2)CC1	-12.9	0.6%	0.3%	4.2	-3.2%	-11.1%	6.8%	0.3	0.9%
CC1(C)Cc2c(sc(NC(=O)/C=C/C(=O)O)c2C#N)CO1	-4.6	-2.7%	2.7%	-31.2	-3.4%	-8.5%	-17.1%	0.1	-0.6%
CC1(C)C2CCC(C2)C1(C)NC(=O)CN1CCCC1 (centres undefined)	-18.3	-3.1%	-9.7%	22.4	-2.5%	-14.5%	?	-0.3	-0.5%
O=[N+]([O-])c1ccc(N2CCN(S(=O)(=O)c3ccccc3)CC2)cc1N1CCc2ccccc2C1	-7.4	-2.0%	-1.5%	0.0	-6.5%	-6.0%	-11.1%	0.3	1.5%

Full records, looked up by structure. Order of values: LDHA inh	ERG-DNA inh	Vif-A3F inh	D2 antagonist	GRP78 ERSR act	RGS4 inh	12-LOX inh	D2 agonist	Vif-APOBEC3G blk
Cc1ccc(S(=O)(=O)N2CCOCC2)cc1NC(=O)COc1ccc2c(C)cc(=O)oc2c1 across the screens: -5.2	1.1%	1.5%	3.6	-2.9%	19.5%	3.7%	0.1	-1.5%
CC(NC(=O)CCC(=O)c1ccc(F)cc1)C1CC2CCC1C2 (centres undefined) across the screens: -8.7	12.3%	-9.7%	-6.5	-1.9%	23.9%	-4.4%	0.2	-1.2%

Next section.
SMILES	LDHA inh	ERG-DNA inh	Vif-A3F inh	D2 antagonist	GRP78 ERSR act	RGS4 inh	12-LOX inh	D2 agonist	Vif-APOBEC3G blk
CCc1cc2c(=O)n(CCC(C)C)c(=S)[nH]c2s1	-1.3	6.1%	?	-5.5	-0.7%	-3.2%	3.2%	0.4	-2.9%
COC(=O)/C=C1\S/C(=N/N=C/c2ccc(Cl)cc2)NC1=O	-5.1	-0.9%	-3.9%	-18.7	-4.0%	-16.7%	-10.2%	-1.3	-3.9%
COc1ccc(C)cc1Nc1ncnc2c1c(-c1ccccc1)cn2-c1ccc(C)cc1	-3.0	-7.8%	7.4%	·	-1.4%	-4.4%	-28.1%	0.5	-5.4%
CCOc1ccc(CN2CCN(Cc3ccc4cc(F)ccc4n3)CC2CCO)cc1 (centres undefined)	0.2	4.3%	3.6%	-0.6	-1.4%	1.0%	?	-0.3	1.2%
Cc1cccc(NC(=O)CSc2nc3ccccc3nc2N2CCC(C)CC2)c1	1.5&0.1	2.0%	0.5%	·	0.3%	1.9%	57.8%&-20.6%[activator]	0.0	5.8%
Cc1ccc(NC(=S)N2CCCCC2CO)cc1C (centres undefined)	-1.8	1.1%	-1.9%	-7.2	-4.5%	-4.4%	-7.6%	-0.4	0.6%
O=C(COC(=O)Cn1cc(C(F)(F)F)ccc1=O)Nc1ccc(Br)cc1F	-4.2	-0.3%	?	-13.3	3.5%	-0.7%	?	-0.6	-2.2%
Cc1ccc2[nH]c(=O)c(CNS(=O)(=O)c3ccccc3)c(-c3ccccc3)c2c1	-3.2	-11.0%	3.9%	-8.3	-4.9%	-2.3%	20.8%	6.0	-1.1%
COCCN1C(=O)c2ccccc2C(C(=O)Nc2ccc3c(c2)OCCO3)C1c1ccc(F)cc1 (centres undefined)	-10.2	-1.5%	-2.5%	·	-5.4%	33.2%	0.0%	·	0.1%
Cc1c(NC(=O)c2cc(-c3ccccc3)nc3ccccc23)c(=O)n(-c2ccccc2)n1C	-7.2	-5.4%	2.3%	·	-3.5%	-27.1%	-5.8%	·	-6.4%
Cc1ccc(CN2CCC(C(=O)c3ccc(F)cc3)CC2)cc1	-3.9	·	3.0%	·	-2.4%	·	0.8%	·	1.5%
CCOC(=O)C1=C(C)SC2=NS(=O)(=O)CCN21	-4.0	·	-3.4%	2.0	-4.3%	-21.8%	13.3%	0.6	0.6%
CC(C)(C)C(=O)NC(=S)Nc1ccc(C(F)(F)F)cc1	-10.9	-4.8%	-0.2%	5.8	1.5%	-3.7%	95.9%[activator]	0.0	1.2%
COc1ccc2nc(NC(=O)CSCc3c(C)noc3C)sc2c1	-1.7	24.9%	12.6%	5.5	5.3%	-15.3%	-11.5%	1.6	-1.2%
Cc1cc(C(=O)CSc2nnc(N)s2)c(C)n1C1CC1	1.7	-10.3%	15.7%	-7.5	0.9%	-14.3%	?	0.1	-1.8%
CCOC(=O)C1=C(C)Nc2nc(SCC(=O)OC)nn2C1c1cc(F)cc(F)c1 (centres undefined)	1.4&-5.5	-8.0%	-5.3%&-12.6%	-3.7	1.1%&-0.9%	-2.8%&-2.0%	?	0.0	-1.0%&-0.7%

Three compounds from above, sorted by the number in D2 antagonist, low to high.
structure,ERG-DNA inh,Vif-A3F inh,D2 antagonist,GRP78 ERSR act,RGS4 inh,12-LOX inh
COC(=O)/C=C1\S/C(=N/N=C/c2ccc(Cl)cc2)NC1=O,-0.9%,-3.9%,-18.7,-4.0%,-16.7%,-10.2%
Cc1cc(C(=O)CSc2nnc(N)s2)c(C)n1C1CC1,-10.3%,15.7%,-7.5,0.9%,-14.3%,?
CCOC(=O)C1=C(C)SC2=NS(=O)(=O)CCN21,·,-3.4%,2.0,-4.3%,-21.8%,13.3%

Screens: PubChem, National Center for Advancing Translational Sciences (NCATS)
